BAZ2B block = blocks human BAZ2B; hit rate 4.4% among 360,000; AID 504333; AlphaScreen BAZ2B-H3K14Ac peptide displacement; Potency, µM (top dose mostly 114 µM), for the others: top-dose activity change, negative = inhibition, actives largely listed as inhibitors; Q9UIF8; note: % is set by controls: 0 for no effect and ±100 for the full control effect; nearly all actives have a fitted effect of over 60% in size
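AlphaScreen displacement: compounds (up to 110uM) incubated 30 min at room temperature with a preformed 50 nM BAZ2B/50 nM biotinylated H3K14Ac peptide complex in PBS pH 7.4 with Tween-20. Donor and acceptor beads at 10 ug/mL final added, 20 min light-protected before reading.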
BLM helicase inh = inhibitors of human Bloom syndrome helicase BLM; P54132; recombinant BLM DNA unwinding, fluorescence dequenching; Potency, µM (titrated, usually from 56.1 µM), for the others: at the top dose activity change, negative = inhibition, hits mostly inhibitors; hit rate 0.2% among 350,000;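 note: plate controls were vehicle for no effect and no enzyme for full effect; nearly all actives have a fitted effect of over 35% in size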
G9a inh = blocks human histone lysine methyltransferase G9a | G9a H3K9 monomethylation, AlphaScreen, 2 h | Potency, µM (titrated, usually from 102 µM), for the others: at the highest dose activity, negative = inhibition, hits mostly inhibitors | hit rate 8.8% among 350,000; note: % is set by controls: 0 for no effect and ±100 for the full control effect; nearly all actives have a fitted effect of over 75% in size
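Step 1: enzyme (final 20 nM) with compound, 15 min RT. Step 2: substrate peptide 500 nM and SAM 20 uM, 2 h RT. Step 3: anti-H3K9me1 antibody and AlphaScreen beads, 10 min, then plate read.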
Pin1 inh = human Pin1 inhibition; Potency, µM (series often up to 115 µM), without a hit: at the highest dose activity, negative = inhibition, hits mostly inhibitors; hit rate 0.009% among 390,000; Q13526; Pin1 FP peptide displacement, HiFluor488, 10 min; AID 504891; active = well fitted inhibition curve with a large enough effect in the polarisation, with a control signal flat, not every such curve was filed as active; inconclusive = small, poorly fitted or top-dose-only effect, or effect the other way, or a change in a side signal; inactive = no such curve, though single readings can be large or run the other way; the % refers to the polarisation; note: % is set by controls: 0 for no effect and ±100 for the full control effect
HP1b chromo inh = inhibitors of HP1-beta chromodomain binding to methylated histone tails | Potency, µM (top dose mostly 114 µM), inactives show at the highest dose activity change, negative = inhibition, actives largely listed as inhibitors | AlphaScreen HP1-beta / biotin-H3K9me3 peptide binding | AID 540317 | P83916 | hit rate 0.56% among 390,000; note: nearly all actives have a fitted effect of over 70% in size; inactives centre near 23
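AlphaScreen: HP1-beta (50 nM) preformed 30 min with biotin-H3(1-18)K9me3 peptide (50 nM) in PBS pH 7.4, 0.01% Tween-20. Compound added for 30 min at RT, then streptavidin donor/nickel chelate acceptor beads (10 ug/mL) for 30 min.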
Pol iota inh = blocks human DNA polymerase iota activity. hit rate 1% among 390,000. Pol iota fluorescent replication assay, 10 min. Potency, µM (doses to about 115 µM), for inactives: at the highest dose activity, negative = inhibition, actives largely listed as inhibitors. Q9UNA4. AID 588590
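Fluorescent replication assay read twice, at 0 min and 10 min after adding 50 nM (final) substrate. Enzyme (10 nM) and compounds were first incubated 15 min at room temperature; enzyme-free buffer wells were negative controls.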
GLS inhibitor = glutaminase GLS (human) inhibition; GLS enzymatic activity, qHTS titration; Potency, µM (series often up to 45.5 µM), without a hit: top-dose activity change, negative = inhibition, usual class: inhibitors; hit rate 0.21% among 410,000; note: % is set by controls: 0 for no effect and ±100 for the full control effect
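Two-point fluorescence kinetic (t0, 30 min RT) for hKGA; glutamate detected via glutamate oxidase–HRP–Amplex Red. Substrate: 1 mM L-glutamine solution; buffer 45 mM KH2PO4, pH 8.2.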
Tb PGK inh = blocks T. brucei phosphoglycerate kinase. PGK/GAPDH coupled, Kinase-Glo luminescence, 60 min. hit rate 0.043% among 380,000. Potency, µM (titrated, usually from 57.5 µM), for the others: at the top dose activity change, negative = inhibition, actives largely listed as inhibitors; note: % is set by controls: 0 for no effect and ±100 for the full control effect; nearly all actives have a fitted effect of over 60% in size
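Luminescent ATP detection (Kinase-Glo Plus) follows a 60-minute room-temperature incubation, with wells lacking PGK as controls. Buffer: 100 mM TEA (pH 7.6), 5 mM MgCl2, 0.01% Tween-20. Coupling enzyme GAPDH (100 nM final) supplies unstable 1,3-BPG in-well.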
JMJD2A Tudor inh = inhibitors of human JMJD2A Tudor domain; O75164; AlphaScreen JMJD2A-Tudor / H3K4me3 peptide binding; Potency, µM (top dose mostly 114 µM), inactives show at the top dose activity change, negative = inhibition, usual class: inhibitors; hit rate 4.4% among 390,000; AID 504339; note: % is set by controls: 0 for no effect and ±100 for the full control effect; nearly all actives have a fitted effect of over 50% in size
The depositor's hits bear a star; [ ] = dose if it differs, or a comment. Unless noted, calls come from the whole dose curve; as a rule, active = well fitted curve in the direction sought with a large enough effect; inconclusive = small, poorly fitted or top-dose-only effect, or another doubt; inactive = no such curve, though single readings can be large; an effect the other way counts as inactive or inconclusive. Potency is the fitted concentration of half-maximal effect.

For CS(=O)(=O)N1N=C(c2ccc3nccnc3c2)CC1c1ccccc1 (stereo unspecified) the results were BAZ2B block -37%, BLM helicase inh 7%, G9a inh inconclusive, Pin1 inh 8%, HP1b chromo inh 10%, Pol iota inh 17%, GLS inhibitor -1%, Tb PGK inh 4% and JMJD2A Tudor inh -14%.
For C=CCN1CCN(C(=O)c2oc3ccccc3c2C)CC1 the results were BAZ2B block -20%, BLM helicase inh 0%, G9a inh 24%, Pin1 inh 0%, HP1b chromo inh 82%[activator], Pol iota inh -10%, GLS inhibitor 6%, Tb PGK inh -1% and JMJD2A Tudor inh -6%.
Screening CCOc1ccccc1C1N=C(N)Nc2nc3ccccc3n21 (stereo unspecified) returned BAZ2B block -9%, BLM helicase inh -2%, G9a inh 14%[59 µM], Pin1 inh 0%, HP1b chromo inh 12%, Pol iota inh 7%, GLS inhibitor 3%, Tb PGK inh -1% and JMJD2A Tudor inh -22%.
`COc1ccccc1CCC(=O)N(C)CC(=O)Nc1ccc(F)cc1` gave BAZ2B block -3%, BLM helicase inh -2%, G9a inh 21%, Pin1 inh -1%, HP1b chromo inh 19%, Pol iota inh 21%, GLS inhibitor 0%, Tb PGK inh 3% and JMJD2A Tudor inh 2%.
For CCCCSc1nnc(CCCCCNC(=O)OC(C)(C)C)o1 the results were BAZ2B block 3%, BLM helicase inh -2%, G9a inh -11%, Pin1 inh -10%, HP1b chromo inh 36%[activator], Pol iota inh 8%, GLS inhibitor -11%, Tb PGK inh -7% and JMJD2A Tudor inh 1%.
`Cc1cc(OCC(=O)NCCCN2CCOCC2)cc(C)c1Cl` gave Pin1 inh -1%, HP1b chromo inh 24%, Pol iota inh 34%[activator], GLS inhibitor 5%, Tb PGK inh -7% and JMJD2A Tudor inh -6%.
Screening COc1cccc(C(=O)NCCSc2ccc(C)cc2)c1 returned BAZ2B block 7%, BLM helicase inh 1%, G9a inh -24%[59 µM], Pin1 inh -1%, HP1b chromo inh 60%[activator], Pol iota inh 0%, GLS inhibitor 6%, Tb PGK inh 14% and JMJD2A Tudor inh 7%[57.1 µM].
`O=C(/C=C/c1ccc(Cl)cc1)c1cccnc1` gave BAZ2B block -8%, BLM helicase inh -4%, G9a inh 45µM*, Pin1 inh -7%, HP1b chromo inh 24%, Pol iota inh inconclusive, GLS inhibitor 10%, Tb PGK inh inactive and JMJD2A Tudor inh -8%.
Screening CC1(C(=O)NNC(=O)c2ccc([N+](=O)[O-])cc2)CC1(Br)Br (stereo unspecified) returned BAZ2B block -9%, BLM helicase inh -1%, Pin1 inh 7%, HP1b chromo inh 61%[activator], Pol iota inh -21%, GLS inhibitor 25%, Tb PGK inh 1% and JMJD2A Tudor inh -18%.
`Cc1ccc(S(=O)(=O)N2CCN(c3ccc([N+](=O)[O-])c4cccnc34)CC2)cc1` gave BAZ2B block 8%, BLM helicase inh 1%, G9a inh -11%, Pin1 inh inconclusive, HP1b chromo inh -18%, Pol iota inh 9%, GLS inhibitor -21%, Tb PGK inh -3% and JMJD2A Tudor inh -32%[57.1 µM].
Screening COc1cccc(NC(=O)c2ccc(N3C(=O)C4CC=C(C)CC4C3=O)cc2)c1 (stereo unspecified) returned BAZ2B block 4%, BLM helicase inh -7%, G9a inh 39%, Pin1 inh -5%, HP1b chromo inh 38%, Pol iota inh 12%, GLS inhibitor 3%, Tb PGK inh inactive and JMJD2A Tudor inh -1%.
`CCOC(=O)c1oc2cc(O)cc(C)c2c1C` gave Pin1 inh 1%, HP1b chromo inh 34%, Pol iota inh 23%, GLS inhibitor -1%, Tb PGK inh inactive and JMJD2A Tudor inh -8%.
Cc1c(Br)c(=O)oc2c(Br)c(O)ccc12 was read as BAZ2B block -3%, BLM helicase inh 9%, G9a inh -47%, Pin1 inh 2%, HP1b chromo inh 7%, Pol iota inh 162%[activator], GLS inhibitor 9%, Tb PGK inh -5% and JMJD2A Tudor inh -8%.
For CCS(=O)CCSC(=N)N (stereo unspecified) the results were BAZ2B block 5%, BLM helicase inh -2%, G9a inh 17%, Pin1 inh -3%, HP1b chromo inh 33%, Pol iota inh -1%, GLS inhibitor 9%, Tb PGK inh inactive and JMJD2A Tudor inh -15%.
Cc1nc2ccccc2n1CC(=O)NC1CCCC1 was read as BAZ2B block 0%, BLM helicase inh -4%, G9a inh 23%[59 µM], Pin1 inh 0%, HP1b chromo inh 24%, Pol iota inh 63%[activator], GLS inhibitor -11%, Tb PGK inh inactive and JMJD2A Tudor inh 2%.
`CCC(C)c1ccccc1NC(=O)COC(=O)C1=NN(c2ccccc2)C(=O)CC1` (stereo unspecified) gave Pin1 inh -13%, HP1b chromo inh 19%, Pol iota inh 24%, GLS inhibitor 3%, Tb PGK inh -8% and JMJD2A Tudor inh -15%.
C=CCNC(=O)Nc1ccc(OCC)cc1 was read as BAZ2B block -3%, BLM helicase inh 2%, G9a inh -2%[59 µM], Pin1 inh 1%, HP1b chromo inh 14%, Pol iota inh 7%, GLS inhibitor -2%, Tb PGK inh 7% and JMJD2A Tudor inh -4%.
Screening COc1cc(CNC(C)c2ccccc2)c(Br)cc1OCC(N)=O (stereo unspecified) returned BAZ2B block 5%, BLM helicase inh 3%, G9a inh 2%[59 µM], Pin1 inh -7%, HP1b chromo inh 43%[activator], Pol iota inh 26%, GLS inhibitor 0%, Tb PGK inh -1% and JMJD2A Tudor inh 3%.
Cn1c2ccccc2c2c(C(=O)NCc3ccco3)cn(C3CCCCC3)c(=O)c21 was read as BAZ2B block inconclusive, BLM helicase inh -8%, G9a inh inconclusive, Pin1 inh -8%, HP1b chromo inh 6%, Pol iota inh -8%, GLS inhibitor -2%, Tb PGK inh inactive and JMJD2A Tudor inh -33%.
For C=CCN1C(=O)CS/C1=C(\C#N)S(=O)(=O)c1ccc(C)cc1 the results were BAZ2B block -35%, BLM helicase inh -10%, G9a inh 15%[59 µM], Pin1 inh 51%[activator], HP1b chromo inh -3%, Pol iota inh -18%, GLS inhibitor 9%, Tb PGK inh -7% and JMJD2A Tudor inh -20%.
For Cc1ccc(C2(C)NC(=O)N(CC(=O)NNC(=O)c3cc(C)oc3C)C2=O)cc1 (stereo unspecified) the results were BAZ2B block 3%, G9a inh -3%[0.501 µM], Pin1 inh 2%, HP1b chromo inh 11%, Pol iota inh 51%[activator], GLS inhibitor -4%, Tb PGK inh -5% and JMJD2A Tudor inh -10%.
O=C(CCCOc1ccccc1)N1CCN(C(=O)c2ccco2)CC1 was read as BAZ2B block 1%, BLM helicase inh -2%, G9a inh -2%[12.7 µM], Pin1 inh 5%, HP1b chromo inh 8%, Pol iota inh 7%, GLS inhibitor 0%, Tb PGK inh -3% and JMJD2A Tudor inh -14%.
`COc1ccc(CCNC(=O)c2ccc3c(c2)N(Cc2ccccc2F)C(=O)c2ccccc2S3(=O)=O)cc1OC` gave BAZ2B block -13%, BLM helicase inh -2%, G9a inh 7.9µM*, Pin1 inh 17%, HP1b chromo inh 26%, Pol iota inh 23%, GLS inhibitor -1%, Tb PGK inh inactive and JMJD2A Tudor inh -19%.
COC(=O)CC1C(=O)NC2CCCCC2N1C(=O)CCl (stereo unspecified) was read as BAZ2B block -15%, BLM helicase inh -11%, Pin1 inh 5%, HP1b chromo inh 48%[activator], Pol iota inh -13%, GLS inhibitor 9%, Tb PGK inh -2% and JMJD2A Tudor inh -3%.
Screening O=C(CSc1ncn[nH]1)N1CCN(S(=O)(=O)c2ccc(Cl)cc2)CC1 returned BAZ2B block 2%, BLM helicase inh -9%, G9a inh -16%[59 µM], Pin1 inh -9%, HP1b chromo inh 16%, Pol iota inh 30%[activator], GLS inhibitor 3%, Tb PGK inh -1% and JMJD2A Tudor inh -15%.
`CCOc1ccc(C(=O)OCC(=O)Nc2ccc3c(c2)OCCO3)cc1OC` gave BAZ2B block 0%, G9a inh -4%[59 µM], Pin1 inh -5%, HP1b chromo inh 57%[activator], Pol iota inh 32%[activator], GLS inhibitor -9%, Tb PGK inh -7% and JMJD2A Tudor inh 4%.
Screening COc1cc2c(cc1OC)CN(C(=S)Nc1cccc(Cl)c1C)CC2 returned BAZ2B block -5%, BLM helicase inh -7%, G9a inh -6%, Pin1 inh 9%, HP1b chromo inh 15%, Pol iota inh 79%[activator], GLS inhibitor 5%, Tb PGK inh inconclusive and JMJD2A Tudor inh -13%.
Screening CCCC(C)NC(=O)C1CC(=O)N(CCc2ccc(F)cc2)C1 (stereo unspecified) returned BAZ2B block 0%, BLM helicase inh 5%, G9a inh 2%, Pin1 inh -1%, HP1b chromo inh 51%[activator], Pol iota inh 25%, GLS inhibitor -8%, Tb PGK inh -10% and JMJD2A Tudor inh 1%.
Screening CC(C1CC2CCC1C2)n1c(-c2ccco2)n[nH]c1=S (stereo unspecified) returned BAZ2B block inconclusive, BLM helicase inh -4%, G9a inh 2.2µM*, Pin1 inh 1%, HP1b chromo inh inconclusive, Pol iota inh 69%[activator], GLS inhibitor 11µM*, Tb PGK inh 7% and JMJD2A Tudor inh 20µM*.
Screening CC12CCC(=O)N1C(C(=O)Nc1ccc(Br)cc1Cl)CS2 (stereo unspecified) returned BAZ2B block -9%, BLM helicase inh -7%, G9a inh -3%, Pin1 inh inconclusive, HP1b chromo inh 31%, Pol iota inh inconclusive, GLS inhibitor -6%, Tb PGK inh -6% and JMJD2A Tudor inh -3%.
CCn1c(SCC(=O)Nc2cc(C)on2)nnc1-c1c[nH]c2ccccc12 was read as BAZ2B block 17%, BLM helicase inh 8%, G9a inh -25%, Pin1 inh 10%, HP1b chromo inh 39%, Pol iota inh 1%, GLS inhibitor -22%, Tb PGK inh -8% and JMJD2A Tudor inh -12%.
CCC(=O)Nc1ccc(C2C(=O)c3ccccc3C2=O)cc1 was read as BAZ2B block inconclusive, BLM helicase inh -4%, G9a inh 34%[0.501 µM], Pin1 inh -4%, HP1b chromo inh inconclusive, Pol iota inh -7%, GLS inhibitor 46%[activator], Tb PGK inh -5% and JMJD2A Tudor inh inconclusive.

These rows are one share of the data (hit frequency here may not be typical).
